Source: PubChem (several laboratories)
MT stabilize HCS: microtubule stabilization, imaging screen. HeLa tubulin immunostaining HCS, 24 h; share of cells brighter than vehicle mean+2SD. % tubulin-high responders, % at 10 µM. actives 0.83% (n = 200,000);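 active = plate Z-score above 3 for both tubulin-high and condensed-nucleus cell shares, with cell loss under 80%, at 10 µM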;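 note: anti alpha tubulin signal scored within the nucleus-defined area of each cell; some results filed as inactive read as strong as hits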
HEK293 NOD2/NF-kB: NOD2 signaling inhibitors, cell-based, luminescence, uHTS, HEK293 (AID 1566) | HEK293 NOD2/NF-kB luciferase reporter, luminescence; higher % means a stronger effect | inhibition, % at 4 µM; hits with a dose series show EC50 in µM | actives 0.63% (n = 290,000); in the data active = inhibition above about 50%; note: many of its hits are not listed in these tables
bCat nuc transl: modulators of beta-catenin nuclear translocation; HeLa beta-catenin nuclear translocation, immunofluorescence imaging; nuclear translocation activity, % at 5 µM; actives 0.3% (n = 190,000); AID 1665;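 active = nuclear translocation activity above 50% at 5 µM, with a well cell count of 50 or more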;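 note: per-cell ratio of nuclear to cytoplasmic median beta-catenin stain intensity; plate controls were DMSO negative control for no effect and GSK-3 inhibitor IX positive control for full effect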
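test system = HeLa cells, endogenous beta-catenin | dosing = single 5 µM dose plus 0.02–20 µM confirmation series | times = compound treatment 24 h, 37°C, 5% CO2 | technique = beta-catenin immunofluorescence imaging with DAPI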
Ins promoter up: MIN6 insulin promoter up-regulation; MIN6 insulin promoter-GFP reporter, high-content imaging; active compounds read high; z-score at 5 µM; actives 0.3% (n = 190,000); AID 1625;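 active = z-score above 3 at 5 µM with at least 500 cells counted in the well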
Autophagy mod: autophagy modulation, high-content screen | MEF GFP-LC3 puncta imaging; test concentration mostly 10 µM | calls only at 10 µM (by protocol) | actives 0.98% (n = 190,000) | AID 463193;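 active = percentage of spot-positive cells more than 3 SD above its plate mean, without a fluorescence outlier flag or 80% toxicity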;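 note: spot-positive cell cutoff set from DMSO-treated cells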
Dynein cargo inh: dynein cargo transport inhibition. 3617.4 mouse cells, GR-EGFP nuclear translocation imaging; test concentration mostly 20 µM; stimulated with dexamethasone, 1 µM; active compounds read low. z-score, hits read low. actives 0.47% (n = 220,000). AID 1381;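 active = plate z-score of nuclear minus cytoplasmic receptor signal below a set negative limit, without overly bright fluorescence or cell loss, cut at about -3.5 in these data, passing the limit was not always enough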;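 note: z-score of nuclear minus cytoplasmic ring GR-EGFP intensity difference per well; some compounds called inactive have numbers as strong as hits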
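Schedule: 48 h induction, then 1 h compound, then 30 min agonist, 37 °C. Buffer or medium: tetracycline-free induction medium containing charcoal-stripped FBS. Reagent: 1.0 µM final dexamethasone stimulus. Evaluation: nuclear versus cytoplasmic GR-EGFP signal, averaged per well. Signal: high-content fluorescence imaging after fixation.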
Yfh1-off respiration: enhancers of respiration in Yfh1-depleted yeast, dose response, Friedreich's ataxia, plus single-dose screen (AID 1465) | S. cerevisiae Yfh1-off respiration, WST-1 reduction, 72 h; higher fold induction means a stronger effect | fold induction at 50 µM, or EC50 in µM where a hit was titrated | actives 0.074% (n = 220,000);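 active = fold induction of absorbance versus untreated yeast above a set limit, then at least 30% activation at any dose in follow-up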;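 note: activators that raise dye reduction in frataxin-depleted yeast; strong numbers were not always called active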
Hep lipid drop: modulators of hepatic lipid droplet formation | actives 0.4% (n = 240,000) | AML12 mouse hepatocytes, oleate lipid droplets, BODIPY imaging | inhibition, % at 6.5 µM;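 active = lipid droplet intensity inhibited by at least 50%, with more than 500 cells counted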
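System: AML12 hepatocytes (mouse). Probe or stimulus: oleic acid at 100 µM to induce lipid droplet formation. Times: overnight treatment with compound plus oleate. Detection: Image-based BODIPY and DAPI two-channel analysis. Evaluation: percent inhibition of filter-corrected integrated lipid droplet intensity per well.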
WT yeast gro inh: growth inhibition of WT yeast, mitochondrial fusion screen. mitochondrial fusion phenotypic screen, WT strain. inhibition, % at 10 µM. actives 2.1% (n = 190,000). AID 1362; in the data active = inhibition above about 58%; tested in S. cerevisiae
WT yeast gro inh mutant strain: second read-out of WT yeast gro inh, no call of its own (marks repeat the call); inhibition, %; mitochondrial fusion phenotypic screen, mutant strain inhibition
Dynein cargo inh cytoplasmic EGFP: recorded beside Dynein cargo inh, whose call it bears; z-score; measured here: cytoplasmic GR-EGFP intensity; active compounds read high
Dynein cargo inh nuclear GR-EGFP: second read-out of Dynein cargo inh, no call of its own (marks repeat the call); z-score; measured here: nuclear GR-EGFP intensity;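 lower value marks the stronger effect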
Dynein cargo inh cell count: further read-out of Dynein cargo inh, marked with its call; z-score; measured here: cell count per field
Ins promoter up cell count: also measured in Ins promoter up; calls as there; cell count; measured here: cytotoxicity, nuclei count;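 total cells summed across four imaged fields per well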
Hep lipid drop cells 6.5 µM: second read-out of Hep lipid drop, no call of its own (marks repeat the call); cell count; measured here: cell count, cytotoxicity flag;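 cells counted across two imaged fields per well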
bCat nuc transl cell count 5 µM: further read-out of bCat nuc transl, marked with its call; cell count; measured here: cell count, cytotoxicity flag
MT stabilize HCS Hoechst-high %: second read-out of MT stabilize HCS, no call of its own (marks repeat the call); % Hoechst-high responders; measured here: nuclear condensation Hoechst responders;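 share of cells brighter than vehicle mean plus two SD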
MT stabilize HCS cytotoxicity %: further read-out of MT stabilize HCS, marked with its call; toxicity, %; measured here: cytotoxicity by cell density;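 0% = mean cell density of plate MIN control wells and 100% = no cells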
Autophagy mod cell loss 18 h: recorded beside Autophagy mod, whose call it bears; toxicity, %; measured here: cell loss, nuclei count;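 cell loss after 18 h compound exposure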
* marks the source's active call; other numbers are inactive results; i = inactive; x = no result given.

SMILES | MT stabilize HCS | MT stabilize HCS Hoechst-high % | MT stabilize HCS cytotoxicity % | HEK293 NOD2/NF-kB | bCat nuc transl | bCat nuc transl cell count 5 µM | Ins promoter up | Ins promoter up cell count | Autophagy mod | Autophagy mod cell loss 18 h | Dynein cargo inh | Dynein cargo inh cytoplasmic EGFP | Dynein cargo inh nuclear GR-EGFP | Dynein cargo inh cell count | Yfh1-off respiration | Hep lipid drop | Hep lipid drop cells 6.5 µM | WT yeast gro inh | WT yeast gro inh mutant strain
COc1ccccc1NC(=O)c1ccc(NS(=O)(=O)c2cccc3cccnc23)cc1 | 2.6 | 2.6 | 1.5 | 11% | 1.8 | 1074 | -0.28 | 1442 | i | 3 | 0.25 | -0.12 | 0.13 | -0.75 | i | 7 | 463 | -21 | -5
COc1ccc(Cl)cc1C(=O)Nc1ccc(NC(=O)c2ccco2)cc1 | 2.5 | 1.3 | 6.7 | 16% | -0.7 | 1051 | 0.1 | 682 | i | -7 | -0.23 | -0.2 | 0.0025 | 0.5 | i | -4 | 676 | -5 | -17
CCOc1ccc(OCCCCn2ccnc2)cc1 | 2.3 | 2.5 | 4.9 | 5% | -0.1 | 956 | 3.5* | 1112* | i | -1 | -0.33 | -0.23 | -0.58 | 0.84 | i | -2 | 670 | 4 | -4
COC(=O)C(CCCN1C(=O)c2ccccc2C1=O)(NC(C)=O)c1nn[nH]n1 (stereo not drawn) | 1.9 | 2.0 | 3.8 | 3% | 0.2 | 997 | 1 | 1154 | i | 20 | -0.089 | -0.25 | 0.73 | -0.66 | i | 3 | 735 | 2 | 10
COc1ccc(-n2c(Cc3cccn3C)nnc2SCC(=O)Nc2ccc(F)cc2F)cc1 | 1.8 | 4.0 | 14 | 0% | -2.8 | 1094 | 0.51 | 1494 | i | -13 | 0.37 | -0.18 | 0.39 | 0.71 | i | -9 | 634 | -16 | 2
COc1ccccc1C(=O)Nc1ccc2c(c1)OCO2 | 4.3 | 1.8 | 5.5 | -48% | x | x | -0.8 | 920 | i | -4 | 0.018 | -0.17 | 0.051 | 0.1 | i | 0 | 662 | 9 | 12
N#CCC(=O)Nc1ccc(C(F)(F)F)cc1N1CCOCC1 | 3.3 | 1.5 | 6.3 | 14% | -0.2 | 1079 | -0.05 | 1221 | i | -9 | -0.61 | -0.33 | -0.13 | 1.7 | i | -17 | 692 | 8 | 14
COc1ccc(N2C(=O)CCC(C(=O)NCc3cccnc3)C2c2ccc(OC)c(OC)c2)cc1 (stereo not drawn) | 1.0 | 1.5 | 13 | 16% | x | x | 0.4 | 920 | i | 0 | -1.1 | 0.13 | -0.47 | 0.42 | i | -16 | 791 | -1 | -15
CCC(=O)N=c1sc2c(OC)ccc(OC)c2n1C | 5.7 | 2.1 | 3.6 | x | x | x | x | x | i | -3 | 2 | 0.14 | 1.5 | -1.3 | i | x | x | 21 | -1
Cc1ccc(-n2c(CCc3ccccc3)nnc2SCC(=O)NCc2ccccc2)cc1C | 1.2 | 1.6 | 8.0 | -4% | x | x | 1.5 | 898 | i | 2 | -0.96 | -0.47 | -0.63 | 1.1 | i | 1 | 745 | -5 | 2
Nc1ccccc1SC(C[N+](=O)[O-])c1ccccc1 (stereo not drawn) | x | x | x | -11% | 1.1 | 1230 | -0.86 | 671 | x | x | -4.6* | 2.6* | -1.8* | -0.17* | i | 6 | 626 | x | x
O=C(NCc1ccccn1)c1cc(-c2ccccc2Cl)on1 | 3.2 | 1.4 | 0.9 | -17% | 1.1 | 1238 | -0.41 | 1610 | i | 5 | -0.21 | -0.23 | -0.74 | 0.44 | i | x | x | -3 | 23
Cc1cc2c(cc1C)N(Cc1ccccc1)C1=NCCCN12 | x | x | x | 17% | -0.7 | 1212 | -0.8 | 1098 | x | x | 0.92 | 0.72 | 0.46 | -1.1 | i | -2 | 717 | x | x
O=C(Nc1nccs1)c1cc(S(=O)(=O)N2CCCCC2)ccc1Cl | 2.9 | 3.7 | 10 | -3% | 0.2 | 1057 | 0.09 | 862 | i | -7 | -1.8 | -0.21 | -0.6 | 1.2 | i | 5 | 710 | 2 | -1
O=C(CCN1CCOCC1)Nc1ccc2c(c1)N(C(=O)CN1CCOCC1)c1ccccc1CC2 | 3.0 | 2.9 | 9.1 | 0% | x | x | x | x | i | -9 | -1.7 | -0.17 | -0.42 | 0.17 | i | 2 | 689 | -3 | 8
O=C(c1cccs1)c1no[n+]([O-])c1C(=O)c1cccs1 | 2.6 | 0.9 | 2.4 | 14% | x | x | 3.8* | 1391* | i | 3 | -2.5 | 1.7 | -1.2 | -0.41 | i | x | x | 7 | 16
CCCc1cc(-n2ccnc2)n2c(nc3ccccc32)c1C#N | 2.7 | 2.2 | 9.5 | 6% | -0.6 | 1099 | 5.5* | 1903* | i | 2 | -8.1 | 27 | 0.54 | 1.2 | x | -29 | 562 | 9 | 10
CC(C)(C)C(=O)Nc1ccccc1C(=O)Nc1ccccn1 | 3.0 | 2.1 | 7.1 | -1% | -1.5 | 1138 | -0.22 | 1092 | i | 13 | 0.37 | -0.24 | 0.078 | 1.4 | i | -1 | 751 | 8 | 9
c1ccc(Cc2nn3c(C4COc5ccccc5O4)nnc3s2)cc1 (stereo not drawn) | 3.3 | 1.6 | 57 | -8% | 1.4 | 1018 | -0.05 | 1302 | i | 1 | 1.4 | -0.18 | 1 | 0.1 | i | -2 | 560 | 14 | 15
CCCCOC(=O)c1ccc(N/C(=N\S(=O)(=O)c2ccccc2)c2ccccc2)cc1 | 1.6 | 2.4 | 9.7 | 20% | -1.2 | 983 | -1.6 | 1381 | i | 2 | -0.37 | -0.24 | -0.061 | 0.58 | i | -7 | 654 | 33 | 17
CCOC(=O)c1c(C)[nH]c(C(=O)COC(=O)c2ccccn2)c1C | 6.8 | 1.1 | 18 | 7% | 2.6 | 1059 | -0.63 | 1644 | i | 1 | -0.64 | -0.16 | -0.55 | 0.17 | i | x | x | 4 | -11
CCOc1ccccc1-n1c(SCC(=O)N2CCCC2)nnc1-c1ccc(O)cc1 | 1.3 | 1.0 | 4.3 | -1% | -1.4 | 1178 | 0.15 | 1119 | i | 7 | -0.26 | -0.13 | 0.0074 | 0.084 | i | 1 | 771 | -19 | -5
CC1CCN(C(=O)CSc2nc3ccccc3c(=O)n2Cc2ccc3c(c2)OCO3)CC1 | 2.4 | 0.9 | 4.9 | -6% | 0.9 | 1268 | 0.03 | 1580 | i | 13 | 0.12 | -0.014 | -0.12 | -0.13 | i | x | x | 29 | 0
O=C(N/N=C/c1ccccc1C(=O)O)C(=O)N1CCCCC1 | 3.9 | 1.3 | 4.9 | 7% | 1.0 | 1500 | 0.39 | 1500 | i | 32 | -0.67 | -0.27 | -0.24 | 1.1 | i | 23 | 749 | -6 | -3
CCOC(=O)CNC(=O)c1cccs1 | 1.5 | 0.5 | 22 | 22% | x | x | x | x | i | -4 | -0.67 | -0.27 | -0.46 | 0.32 | i | -19 | 702 | -11 | -12
O=C(NC1CCCc2ccccc21)C12CC3CC(CC(O)(C3)C1)C2 (stereo not drawn) | 0.8 | 1.3 | 4.9 | 9% | -1.5 | 1153 | 0.55 | 1159 | i | -5 | -0.44 | -0.27 | 0.55 | -0.74 | i | -29 | 677 | 6 | 14
CCOc1ccc(C2c3[nH]c4ccccc4c3CCN2C(=O)Cn2cncn2)cc1 (stereo not drawn) | 0.9 | 0.8 | 3.1 | -18% | -0.5 | 1111 | -0.33 | 1344 | i | 0 | -0.74 | -0.32 | -0.49 | 0.91 | i | 2 | 730 | -1 | -2
COc1ccc(/C=C/C(=O)NC2CCCCCC2)cc1S(=O)(=O)N1CCOCC1 | 2.1 | 2.0 | 7.3 | 4% | 2.4 | 1085 | -0.05 | 1333 | i | -11 | -0.18 | -0.23 | 0.24 | -0.1 | i | 1 | 702 | -11 | 2
O=C(NC(=S)NCCC1=CCCCC1)c1ccco1 | 3.7 | 3.5 | 6.9 | -4% | 0.7 | 1074 | 0.83 | 1244 | i | -4 | 0.071 | -0.3 | 0.26 | -0.11 | i | -8 | 691 | 45 | 56
N#Cc1c(C(F)(F)F)cc(-c2ccc(F)cc2)nc1SCC(=O)O | x | x | x | 2% | 0.1 | 1059 | -0.33 | 1429 | i | -19 | 2.9 | 0.15 | 1.9 | -2 | i | 4 | 669 | 18 | 2

Three compounds drawn at random from the list so far:
SMILES | MT stabilize HCS | MT stabilize HCS Hoechst-high % | MT stabilize HCS cytotoxicity % | HEK293 NOD2/NF-kB | bCat nuc transl | bCat nuc transl cell count 5 µM | Ins promoter up | Ins promoter up cell count | Autophagy mod | Autophagy mod cell loss 18 h | Dynein cargo inh | Dynein cargo inh cytoplasmic EGFP | Dynein cargo inh nuclear GR-EGFP | Dynein cargo inh cell count | Yfh1-off respiration | Hep lipid drop | Hep lipid drop cells 6.5 µM | WT yeast gro inh | WT yeast gro inh mutant strain
CCOc1ccc(C2c3[nH]c4ccccc4c3CCN2C(=O)Cn2cncn2)cc1 (stereo not drawn) | 0.9 | 0.8 | 3.1 | -18% | -0.5 | 1111 | -0.33 | 1344 | i | 0 | -0.74 | -0.32 | -0.49 | 0.91 | i | 2 | 730 | -1 | -2
O=C(NC(=S)NCCC1=CCCCC1)c1ccco1 | 3.7 | 3.5 | 6.9 | -4% | 0.7 | 1074 | 0.83 | 1244 | i | -4 | 0.071 | -0.3 | 0.26 | -0.11 | i | -8 | 691 | 45 | 56
N#Cc1c(C(F)(F)F)cc(-c2ccc(F)cc2)nc1SCC(=O)O | x | x | x | 2% | 0.1 | 1059 | -0.33 | 1429 | i | -19 | 2.9 | 0.15 | 1.9 | -2 | i | 4 | 669 | 18 | 2

A portion of the library. The share of hits here may be higher or lower than overall.
